# Screening data from PubChem.
# 14-3-3g Raf: modulators of human 14-3-3 gamma - Raf peptide interaction | P61981 | FP, 14-3-3gamma / TMR-pS259-Raf peptide binding | inhibition, % at 40 µM | hit rate 0.19% among 160,000 | AID 422; in the data active = inhibition above about 30%;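 also: 0% = protein plus tracer without compound and 100% = blank with tracer alone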
# Target sequence (P61981 whole entry, looked up): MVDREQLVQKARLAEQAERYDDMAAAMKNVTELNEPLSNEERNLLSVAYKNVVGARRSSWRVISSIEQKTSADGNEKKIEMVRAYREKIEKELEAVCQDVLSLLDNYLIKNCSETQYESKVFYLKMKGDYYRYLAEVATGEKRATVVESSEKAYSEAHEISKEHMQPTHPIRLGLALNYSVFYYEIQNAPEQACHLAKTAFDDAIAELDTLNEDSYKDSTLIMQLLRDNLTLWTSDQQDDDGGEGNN
# * hit, by the source's call; & = joins results of further samples. Not all compounds are listed, so the mix of outcomes need not match the whole.
14-3-3g Raf | Molecule
-3 | CC(C)COC(=O)C(C)Sc1n[nH]c(=O)[nH]c1=O (stereo unspecified)
-8 | C=CCn1c(=S)[nH]c2scc(-c3cccs3)c2c1=O
-2 | CC(N=C1NC(C)(C)Cc2c1ccc1ccccc21)C(=O)O (stereo unspecified)
0 | O=C(CN(c1ccc(F)cc1)S(=O)(=O)c1ccc2c(c1)OCCO2)Nc1ccc2c(c1)OCO2
-3 | Cc1ccccc1C(=O)N1CCN(c2ccccn2)CC1
-5 | CC(Sc1cn(CCNC(=O)c2ccccc2F)c2ccccc12)c1ccccc1 (stereo unspecified)
1&-22 | O=c1cc(O)nc(SCc2ccc(Cl)cc2)[nH]1
2&-2 | Cn1c(=O)c2c(nc(NCCc3ccccc3)n2Cc2ccc(F)cc2)n(C)c1=O
-8 | CC(NC(=O)Cn1c(=O)[nH]c2ccsc2c1=O)C12CC3CC(CC(C3)C1)C2 (stereo unspecified)
4 | CC(C)(C)c1cnnn1-c1ccc(-c2csc(N)n2)cc1
-2 | CS(=O)(=O)N(CC(=O)NCc1ccncc1)Cc1ccc(Cl)cc1
0 | CCN=C1SC(C(=O)NC)CC(=O)N1CC (stereo unspecified)
9 | CCn1c(SCC(=O)Nc2cccc(NC(=O)c3ccco3)c2)nnc1-c1cccs1
-3 | CSC(=O)c1c(C(F)F)nc(C(F)(F)F)c(C(=O)S)c1CC(C)C
3 | CCOc1ccccc1NC(=O)N1CCCC1C(=O)Nc1ccc(NC(C)=O)cc1 (stereo unspecified)
-6 | CCC(C)NC(=O)c1cnn2c(C)c(Cc3c(C)cc(C)cc3C)c(C)nc12 (stereo unspecified)
-6 | O=C(O)CCCc1nc(-c2ccccc2)no1
-39 | CCN(CCNC(=O)c1cc(=O)[nH]c2ccc(S(=O)(=O)N3CCCCCC3)cc12)c1ccccc1
3 | COc1cccc(NC(=O)Cc2ccccc2[N+](=O)[O-])c1
-4 | O=c1oc2ccccc2c2nccnc12
-13 | COc1ccc(C2Oc3ccccc3C3=C2C(c2cccs2)n2ncnc2N3)cc1 (stereo unspecified)
-2&1 | CCOc1cc(C2NC(=O)NC(O)(C(F)(F)F)C2C(=O)c2ccc(OC)cc2)ccc1O (stereo unspecified)
-17 | Cc1sc2ncn(CC(=O)N(C)c3ccc(Br)cc3)c(=O)c2c1S(=O)(=O)N1CCC(C)CC1
-8 | CCC1CCCCN1C(=O)CSc1nc(-c2cccs2)cc(C(F)(F)F)n1 (stereo unspecified)

# A draw from above in order of count of non-hydrogen atoms, rising:
14-3-3g Raf | Molecule
-8 | CCC1CCCCN1C(=O)CSc1nc(-c2cccs2)cc(C(F)(F)F)n1 (stereo unspecified)
3 | CCOc1ccccc1NC(=O)N1CCCC1C(=O)Nc1ccc(NC(C)=O)cc1 (stereo unspecified)
9 | CCn1c(SCC(=O)Nc2cccc(NC(=O)c3ccco3)c2)nnc1-c1cccs1
-2&1 | CCOc1cc(C2NC(=O)NC(O)(C(F)(F)F)C2C(=O)c2ccc(OC)cc2)ccc1O (stereo unspecified)
-39 | CCN(CCNC(=O)c1cc(=O)[nH]c2ccc(S(=O)(=O)N3CCCCCC3)cc12)c1ccccc1

# Going on with the list:
14-3-3g Raf | Molecule
-4 | CCOc1ccc(C(=O)N2CC(=O)Nc3ccc(Br)cc3C2c2ccc(F)cc2)cc1 (stereo unspecified)
6 | COc1ccc(CCNS(=O)(=O)c2ccc3oc(C(=O)O)c(C)c3c2)cc1OC
-3 | COc1cc(NC(=O)Cc2cccs2)ccc1-n1cnnn1
-52 | C=CCSc1nnc2c(n1)OC(c1ccccc1[N+](=O)[O-])Nc1ccc(Br)cc1-2 (stereo unspecified)
-5 | O=C1CCCN1CN(C(=O)c1ccccc1)c1ccc(F)cc1
-8 | COc1ccccc1NC(=O)c1c(-c2ccccc2Cl)noc1C
-2 | CC1=C(C(=O)OC2CCCC2)C(c2ccccc2C(F)(F)F)C2=C(CCCC2=O)N1 (stereo unspecified)
-3 | O=C(Cn1ncc2c1-c1ccccc1OC2)Nc1nc2ccccc2s1
-3 | Cc1sc(N=Cc2ccc(N(C)C)c([N+](=O)[O-])c2)c(C#N)c1C
1 | O=C(Nc1cccc(C(F)(F)F)c1)c1csc2c1CCCC2
-3 | CN(C)C=Nc1nonc1N
-4 | CC(C)(C)C(=O)CN1C(=O)C2(OCCO2)c2ccccc21
7 | c1ccc(-c2nnn(C34CC5CC(CC(C5)C3)C4)n2)cc1
-31 | O=C(CCn1c(=S)oc2ccccc21)Nc1cccc(-c2nc3ncccc3o2)c1
2 | O=c1c2ccccc2nc(SCc2ccccc2Cl)n1Cc1cccs1
-18 | CN1CCN(Cc2c(O)ccc3c(=O)c(-c4ccccc4)coc23)CC1
-4 | CSc1nc2c(c(=O)[nH]1)C(c1ccc(C(C)C)cc1)C1=C(CC(C)(C)CC1=O)N2 (stereo unspecified)
-6 | COc1ccccc1NC(=O)C1CC(=O)N(Cc2ccc3c(c2)OCO3)C(=Nc2ccc(F)cc2)S1 (stereo unspecified)
-5 | CCCN(CCC)C(=O)c1cc2c(=O)oc3ccccc3c2s1
-9 | CC1C=CCC2C(=O)N(c3cc([N+](=O)[O-])ccc3F)C(=O)C12 (stereo unspecified)
-4 | Cc1ccc(C(=O)CC2(O)C(=O)Nc3ccc(C)cc32)cc1 (stereo unspecified)
-5 | Nc1n[nH]c(-c2cccc([N+](=O)[O-])c2)n1
-9 | COc1cccc(C(=O)Nc2ccc3c(c2)OCCO3)c1
5 | CC1=CC(C)(C)Nc2ccc(OC(=O)c3cccc(Br)c3)cc21
-4 | CN(C(=O)Cc1c(C(=O)O)[nH]c2ccc(Cl)cc12)c1ccccc1F
-7 | O=C(Nc1ccc(-c2cn3ccccc3n2)cc1)c1ccccc1
-5 | COc1ccc(CCn2c(SCc3cc(=O)n4cc(Cl)ccc4n3)nc3ccsc3c2=O)cc1OC
-9 | Cc1ccc(-c2nnc(NCc3ccccc3)c3ccccc23)cc1S(=O)(=O)NCC1CCCO1 (stereo unspecified)
9 | CCN(CC(=O)Nc1cccc(C(C)=O)c1)S(=O)(=O)c1ccc(OC)cc1
0 | Cc1ccc(NC(=O)C2CCCN(c3ncccn3)C2)cc1F (stereo unspecified)
-3 | COc1ccc(OC(C)=O)c(C2c3cc(OC)c(OC)cc3CCN2C(C)=O)c1 (stereo unspecified)
-9 | COc1ccc(NC(=O)c2cc(-c3cccc(Cl)c3)on2)cc1
-10 | COc1ccccc1C(=O)N1CCC(N2CCN(c3ccccc3)CC2)CC1
-1 | O=C(Nc1cc2cc([N+](=O)[O-])ccc2oc1=O)c1ccc(Br)cc1
-8 | O=C(C1CCCN(S(=O)(=O)Cc2ccccc2)C1)N1CCc2ccccc21 (stereo unspecified)
1 | CCOc1ccc(C2CC(=O)C3=C(C2)Nc2ccccc2NC3c2ccc3c(c2)OCO3)cc1OC (stereo unspecified)
-1 | CC(Nc1nc(F)cc(=O)[nH]1)C(=O)O (stereo unspecified)
-10 | Cc1ccc(N2C(=O)C3CCCCC3C2=O)cc1F (stereo unspecified)
-1 | COc1cc2c(C(=O)N(C)c3ccc(F)cc3)cn(CC(C)C)c(=O)c2cc1OC
-4 | OCC#CCSc1nnc(-c2ccncc2)o1
-6 | CCCCCCSC1=C(C#N)C(c2ccc(O)cc2)CC(=O)N1 (stereo unspecified)
0 | O=C(c1ccc(-n2cnnn2)cc1)N1CCOCC1
-8 | CCOc1cc2[nH]c(=S)n(C3CCN(Cc4ccccc4)CC3)c(=O)c2cc1OCC
-5&-8 | Cc1ccc(NC(=O)c2noc3c2CCCCC3)cc1
-12 | COc1cc2nc(SCC(=O)NCC3CCCO3)n3nc(-c4ccccc4)nc3c2cc1OC (stereo unspecified)
-12 | Cc1cc(C)nc(SCCS(=O)Cc2ccc(Cl)cc2)n1 (stereo unspecified)
-11 | CCCN1CNC(=S)N(c2ccccc2OCC)C1
-7 | Cc1ccc(C(C)C)c(OCC(=O)Nc2ccc(C(=O)OC3CCCCC3)cc2)c1
-33 | CCCNC(=O)CCc1nc2ccccc2n(Cc2ccc(C)cc2)c1=O
4 | CC1=C(C(=O)OC2CCCCC2)C(c2cccs2)n2ncnc2N1 (stereo unspecified)
2 | COc1ccc(C2=NN(CC(=O)NCc3ccccn3)C(=O)CC2)cc1
-4 | Cn1c(=O)oc2cc(S(=O)(=O)N3CCC(C(=O)Nc4ccc(OC(F)(F)F)cc4)CC3)ccc21
-10 | COCCN1C(=O)c2ccccc2C(C(=O)N2CCCCCC2)C1c1cn(C)c2ccccc12 (stereo unspecified)
-6 | O=C(Nc1c2c(nn1-c1ccc(Oc3ccccc3)cc1)CSC2)c1ccco1
-5 | Cc1onc(-c2c(Cl)cccc2Cl)c1C(N)=O
-6 | COc1ccc2c(c1)CCc1c(C(=O)N3C(C)CCCC3C)noc1-2 (stereo unspecified)
-7 | COC(=O)C1=C(N)N(c2cccc(C(F)(F)F)c2)C2=C(C(=O)CC(C)(C)C2)C1c1cccnc1 (stereo unspecified)
-12 | Cn1c(=O)c2c(-c3ccccc3)n(Cc3cccnc3)cc2n(C)c1=O
-11 | Cn1c(Cc2cccs2)n[nH]c1=S
-7 | COC(=O)CC1(O)c2ccccc2C(=O)N1CCc1ccc(S(N)(=O)=O)cc1 (stereo unspecified)

# Entries above containing a tert-butyl group:
14-3-3g Raf | Molecule
4 | CC(C)(C)c1cnnn1-c1ccc(-c2csc(N)n2)cc1
-4 | CC(C)(C)C(=O)CN1C(=O)C2(OCCO2)c2ccccc21

# Of the compounds above, five have a COOH group:
14-3-3g Raf | Molecule
-2 | CC(N=C1NC(C)(C)Cc2c1ccc1ccccc21)C(=O)O (stereo unspecified)
-6 | O=C(O)CCCc1nc(-c2ccccc2)no1
6 | COc1ccc(CCNS(=O)(=O)c2ccc3oc(C(=O)O)c(C)c3c2)cc1OC
-4 | CN(C(=O)Cc1c(C(=O)O)[nH]c2ccc(Cl)cc12)c1ccccc1F
-1 | CC(Nc1nc(F)cc(=O)[nH]1)C(=O)O (stereo unspecified)

# Continuation:
14-3-3g Raf | Molecule
0 | CCCCN(CCCC)c1nc(C)cc(=O)[nH]1
-4 | CC1=C(C(=O)OCCc2ccccc2)C(c2coc3ccccc3c2=O)C2=C(CC(C)(C)CC2=O)N1 (stereo unspecified)
2 | COc1ccccc1NC(=O)CSc1nccn1-c1cc(C)cc(C)c1
0&2 | CCOc1ccc2nc(SC(CC)C(=O)Nc3cc(C)on3)sc2c1 (stereo unspecified)
3&4 | O=C(Nc1ccccc1C(=O)N1CCOCC1)c1ccco1
3 | COc1ccc(CN(CC2CCCO2)S(=O)(=O)c2ccc(C(=O)O)cc2)cc1OC (stereo unspecified)
2 | CCOC(=O)c1c(C)nc(NC(C)=O)nc1N
-5 | CCOc1cc([N+](=O)[O-])cc(C=Nc2cc(-c3nc4ccc(C)cc4o3)ccc2C)c1O
-3 | O=C(c1cc(-c2ccccc2Cl)nc2ccccc12)N1CCN(c2ncccn2)CC1
-10 | CCOC(=O)c1c(NC(=O)COc2cccc(C)c2)sc(C(C)=O)c1C
6 | CSc1nc(Cl)c(Cc2ccc(OC(C)C)cc2)c(N(C)C)n1
-19 | O=C(c1ccco1)N1CCN(C(=O)C(Sc2ccccc2)c2ccccc2)CC1 (stereo unspecified)
8 | CC1=C(C(=O)Nc2ccccn2)C(c2cccc([N+](=O)[O-])c2)C2=C(CCCC2=O)N1 (stereo unspecified)
3 | CC(C)Cn1c(SCc2ccccc2)nnc1-c1ccncc1
-4 | Cc1nn(Cc2ccccc2)c(N)c1C#N
-1 | O=C(NC1CCN(Cc2ccccc2)CC1)c1ccc(Cn2c(=O)c3ccccc3n(Cc3cccc([N+](=O)[O-])c3)c2=O)cc1
-61 | CS(=O)(=O)Nc1cccc(C2=NN(S(C)(=O)=O)C(c3cccc([N+](=O)[O-])c3)C2)c1 (stereo unspecified)
11 | N#CCSc1nc2cc(C(=O)N3CCCCC3)ccc2c(=O)n1CCc1ccccc1
-3 | Cc1cnc(C(=O)Nc2ccc(N3CCOCC3)cc2)cn1
8 | CSc1nsc(SC)c1NC(=O)Nc1ccc([N+](=O)[O-])cc1
2 | O=C(NCC1CCCO1)Nc1ccc(Cl)cc1 (stereo unspecified)
-1 | CCc1ccc(N2CC34C=CC(O3)C(C(=O)OC)C4C2=O)cc1 (stereo unspecified)
0 | COc1ccc(S(=O)(=O)N(C)CC(=O)Nc2ccc3c(c2)OCO3)cc1OC
2 | O=C(NCCN1CCCCC1)/C(=N\O)c1ccccc1
-2 | CN(CC(=O)NCc1ccccc1Cl)S(=O)(=O)c1ccc(Br)s1
-10 | CCCCCCc1ccc(OCC(=O)O)cc1OCC(=O)O
-2 | O=C(CSc1nnc(-c2cccnc2)n1Cc1ccco1)c1ccc(Cl)cc1
-1 | COC(=O)c1cccc(NC(=O)c2cc[n+]([O-])cc2)c1
-3 | COc1ccc(CCNC(=O)c2nn(C)cc2Cl)cc1
1 | Cc1cc2c(N3CCN(c4ccccc4)CC3)ncnc2s1
-7 | COc1cc(NS(=O)(=O)c2ccc(F)cc2)c(C(=O)O)cc1OC
-14 | COc1ccc(OC)c(NC(=O)c2ccc(CN(c3ccc(C)c(C)c3)S(C)(=O)=O)cc2)c1
-9 | Cc1cc2nn(-c3ccc(Cl)cc3)nc2cc1NC(=O)c1cccs1
-5 | O=C1N=C(N2CCCCC2)SC1=C1CCCC1
-6 | Cc1cc(NS(=O)(=O)c2ccc(CC(C)C)cc2)no1
-5 | COC(=O)c1ccccc1N1C(=O)c2ccc(C)cc2C1=O
1 | CC(C)c1ccc(S(=O)(=O)c2n[nH]n3c2nc(=O)c2ccccc23)cc1
-4 | O=C(OCC(=O)N1CCN(C(=O)c2ccco2)CC1)c1sc2cc(F)ccc2c1Cl
0 | O=c1c2ccccc2sn1-c1ccc(S(=O)(=O)N2CCCCC2)cc1
0&-8 | CCN1CCCC1CNC(=O)c1cc(S(N)(=O)=O)ccc1OC (stereo unspecified)
-4 | O=C(NC1CCCc2ccccc21)C1CCC(CNc2c(N3CCOCC3)c(=O)c2=O)CC1 (stereo unspecified)
-5 | CCCOC(=O)c1ccc(OCC(O)CN2CCN(C(=O)c3ccccc3)CC2)cc1 (stereo unspecified)
-7 | COc1ccc2nc(N3CCC(C(=O)NCCN4CCOCC4)CC3)sc2c1
-5 | O=C(O)CSCc1nc2ccccc2s1
